Screens: PubChem BioAssay, several laboratories
Vc quorum ag = inducers of Vibrio cholerae quorum light production without autoinducers, primary screen, BH1578 luxS cqsA deficient, single point; AID 588436, 2011; activation, % at 18.7 µM; 350,000 tested, 0.16% active; V. cholerae BH1578 lux reporter, luminescence, 6 h; in the data active means activation mostly above about 9.7%, no sharp cut-off; further: not every result past the cut was called active; inactives centre near 0; reference of the scale not given here
SARS 3CLpro inh = SARS-CoV 3CLpro protease inhibitors, primary screen, biochemical, quenched FRET | Replicase polyprotein 1ab (Severe acute respiratory syndrome coronavirus), P0C6X7 | recombinant SARS-CoV 3CLpro, quenched FRET peptide cleavage | inhibition, % at 6 µM | 290,000 tested, 0.14% active; in the data active means inhibition above about 12%
TcdB GH inh = TcdB glycohydrolase inhibitors, primary screen, biochemical, single point, plate reader | inhibition, % at 9.99 µM | 350,000 tested, 0.24% active | TcdB glycohydrolase enzymatic assay | AID 652162, 2013 | Toxin B (Clostridioides difficile), P18177; in the data active means inhibition above about 10%
DUSP3 inh = VHR1 phosphatase inhibitors, primary screen, biochemical, absorbance, uHTS; 290,000 tested, 0.52% active; recombinant VHR phosphatase, pNPP absorbance; AID 1654, 2009; inhibition, % at 13.3 µM; in the data active means inhibition above about 50%; further: some compounds called inactive have numbers as strong as hits
CCHFV vOTU inh = CCHFV vOTU protease inhibitors, primary screen, biochemical, Pep-AMC substrate, fluorescence | inhibition, % at 11.5 µM | 370,000 tested, 0.55% active | AID 651958, 2012; in the data active means inhibition above about 30%; further: 0% = vehicle wells with enzyme and 100% = no enzyme wells
PfHsp40 rescue = rescue of yeast from PfHsp40 toxicity, primary screen, S. cerevisiae, ATP luminescence; S. cerevisiae expressing PfHsp40, growth rescue; growth rescue, % at 12.5 µM; 340,000 tested, 0.68% active; in the data active means growth rescue above about 28%, passing the limit was not always enough;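 further: yeast W303a lacking pdr1 and pdr3 grown in galactose medium; growth measured after three days at 30 °C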
Anthrax LF prot = Bacillus anthracis LF protease inhibitors, primary screen, biochemical, multiplex microsphere, MLPCN library | Lethal factor (Bacillus anthracis), P15917 | 360,000 tested, 0.12% active | multiplex microsphere protease cleavage assay | inhibition, % at 10 µM | AID 588501, 2011; further: plate controls were buffer without enzyme for full effect and enzyme alone for no effect
Yp Topo-I inh = Yersinia pestis topoisomerase I inhibitors, primary screen, biochemical, cleavage product accumulation, plate reader, single point; DNA topoisomerase I (Yersinia pestis CO92); Y. pestis Topo-I cleavage product accumulation; activity, % at 10 µM; 360,000 tested, 0.064% active; in the data active means activity above about 50%, passing the limit was not always enough; further: inactives centre near 2
PriA SSB inh = inhibitors of Klebsiella pneumoniae PriA binding to SSB C-terminal tail, primary screen, biochemical, AlphaScreen; AlphaScreen SSBct-PriA binding, biotinylated peptide; inhibition, % at 33 µM; 430,000 tested, 0.6% active; AID 1272365, 2023; in the data active means inhibition mostly above about 37%, no sharp cut-off; inactive means mostly below about 20%;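 further: plate controls were negative control peptide for no effect and reference peptide for full effect; strong numbers were not always called active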
BoNT-A LC inh2 = BoNT/A light chain protease inhibitors, primary screen, biochemical, flow cytometry, MLPCN library. Botulinum neurotoxin type A light chain protease (Clostridium botulinum A str. ATCC 3502). multiplex microsphere protease substrate cleavage. 360,000 tested, 0.17% active. inhibition, % at 10 µM; further: plate controls were buffer without enzyme for full effect and enzyme alone for no effect
Starred values were filed as active, the others as inactive; & = joins results of further samples. Unless noted, no stated cut-off is given here; in the data, active means inhibition above about 30%; inconclusive means no clear call, values can overlap the other calls; inactive means below that. An excerpt; rates above refer to the full screens.

For CC1(C)C2CCC1(CS(=O)(=O)Nc1ccc(S(=O)(=O)NC3CCCCC3)cc1)C(=O)C2 (configuration not stated) the results were Vc quorum ag -0.4, SARS 3CLpro inh 0, DUSP3 inh 7, CCHFV vOTU inh -11, PfHsp40 rescue -0.4, Anthrax LF prot -1, Yp Topo-I inh 11, PriA SSB inh -7 and BoNT-A LC inh2 -1.0.
COc1ccc(OC)c(CNC(=O)CCC(=O)N2Cc3ccccc3Oc3ncccc32)c1 was read as Vc quorum ag -0.3, SARS 3CLpro inh 0, TcdB GH inh 1.0, DUSP3 inh 15, CCHFV vOTU inh 2, PfHsp40 rescue -0.3, Anthrax LF prot 1, Yp Topo-I inh 12, PriA SSB inh 3 and BoNT-A LC inh2 0.1.
COc1ccc(CC(N)c2csc(NC(=O)c3ccccc3)n2)cc1 (configuration not stated) was read as Vc quorum ag -5.8, TcdB GH inh 0.7, CCHFV vOTU inh 5, Anthrax LF prot 0, Yp Topo-I inh -7 and BoNT-A LC inh2 0.5.
`CCC(=O)Nc1nnc(SCC(=O)N2c3ccccc3CC2C)s1` (configuration not stated) gave Vc quorum ag 17*, SARS 3CLpro inh 0, DUSP3 inh 3, CCHFV vOTU inh -5, PfHsp40 rescue 1.3, Anthrax LF prot 0, Yp Topo-I inh 11, PriA SSB inh -14 and BoNT-A LC inh2 0.7.
For COC(=O)C(O)(c1ccc(NC(=O)c2ccccc2)cc1)C(F)(F)F (configuration not stated) the results were Vc quorum ag 0.8, SARS 3CLpro inh -3, TcdB GH inh 2.4, DUSP3 inh 2, CCHFV vOTU inh -15, PfHsp40 rescue -0.8, Anthrax LF prot 3, Yp Topo-I inh -7, PriA SSB inh -9 and BoNT-A LC inh2 -0.5.
`Cc1cc(C)cc(-n2nnnc2SCC(=O)Nc2nc(-c3ccc(Cl)cc3)cs2)c1` gave Vc quorum ag inactive, SARS 3CLpro inh 3, TcdB GH inh 0.5, DUSP3 inh 3, CCHFV vOTU inh -6, PfHsp40 rescue -1.4, Anthrax LF prot -5, Yp Topo-I inh -6, PriA SSB inh 1 and BoNT-A LC inh2 0.1.
For COc1cc(CCC(=O)Nc2c(C(=O)N3CCN(c4ccccc4OC)CC3)oc3ccccc23)on1 the results were Vc quorum ag -0.3, SARS 3CLpro inh 4, TcdB GH inh -3.9, DUSP3 inh -12, CCHFV vOTU inh 15, PfHsp40 rescue 4.0, Anthrax LF prot -2, Yp Topo-I inh 24, PriA SSB inh -5 and BoNT-A LC inh2 0.7.
For CCOc1cccc(-c2nnc3sc(COc4ccc(OC)cc4)nn23)c1 the results were Vc quorum ag inactive, SARS 3CLpro inh 1, DUSP3 inh -12, CCHFV vOTU inh 28, PfHsp40 rescue 1.0, Anthrax LF prot -2, Yp Topo-I inh -1, PriA SSB inh -3 and BoNT-A LC inh2 0.3.
Screening CC(=O)NNC(=O)CN1C(=O)/C(=C/c2ccccc2)SC1=S returned Vc quorum ag -0.1, SARS 3CLpro inh -1, TcdB GH inh 2.3, DUSP3 inh -28, CCHFV vOTU inh -2, PfHsp40 rescue -1.7, Anthrax LF prot -5, Yp Topo-I inh 3, PriA SSB inh 2 and BoNT-A LC inh2 -0.2.
`COCCNC(=O)CN(CC1CCCO1)C(=O)CCC(=O)Nc1ccccn1` (configuration not stated) gave Vc quorum ag -0.8, SARS 3CLpro inh -2, DUSP3 inh 8, CCHFV vOTU inh 2, PfHsp40 rescue 0.2, Anthrax LF prot -1, Yp Topo-I inh 0, PriA SSB inh -9 and BoNT-A LC inh2 -0.7.

Gathered by group, the compounds so far containing a halogen.
For COC(=O)C(O)(c1ccc(NC(=O)c2ccccc2)cc1)C(F)(F)F (configuration not stated) the results were Vc quorum ag 0.8, SARS 3CLpro inh -3, TcdB GH inh 2.4, DUSP3 inh 2, CCHFV vOTU inh -15, PfHsp40 rescue -0.8, Anthrax LF prot 3, Yp Topo-I inh -7, PriA SSB inh -9 and BoNT-A LC inh2 -0.5.
`Cc1cc(C)cc(-n2nnnc2SCC(=O)Nc2nc(-c3ccc(Cl)cc3)cs2)c1` gave Vc quorum ag inactive, SARS 3CLpro inh 3, TcdB GH inh 0.5, DUSP3 inh 3, CCHFV vOTU inh -6, PfHsp40 rescue -1.4, Anthrax LF prot -5, Yp Topo-I inh -6, PriA SSB inh 1 and BoNT-A LC inh2 0.1.

Additional entries follow.
Screening Cc1nc2ccccc2c2ncccc12 returned Vc quorum ag 0.6, SARS 3CLpro inh 0, TcdB GH inh 0.6, DUSP3 inh -8, CCHFV vOTU inh 11, PfHsp40 rescue 0.2, Anthrax LF prot 2, Yp Topo-I inh 1, PriA SSB inh -11 and BoNT-A LC inh2 -2.3.
`COc1ccc(Nc2nc(OC)nc(OC)n2)cc1` gave Vc quorum ag -0.3, SARS 3CLpro inh -1, TcdB GH inh -0.6, DUSP3 inh 19, CCHFV vOTU inh -18, PfHsp40 rescue 2.2, Anthrax LF prot 8, Yp Topo-I inh 5, PriA SSB inh -3 and BoNT-A LC inh2 3.4.
Screening COCCNC(=O)C1CCCN(C(=O)Cc2cccc3ccccc23)CC1 (configuration not stated) returned Vc quorum ag inactive, TcdB GH inh 0.5, CCHFV vOTU inh -6, Anthrax LF prot 1, Yp Topo-I inh 0 and BoNT-A LC inh2 0.1.
Screening COc1ccc(CNC(=O)CSc2nnnn2-c2ccccc2)cc1 returned Vc quorum ag -0.9, SARS 3CLpro inh -2, DUSP3 inh 11, CCHFV vOTU inh 0, PfHsp40 rescue -0.9, Anthrax LF prot 2, Yp Topo-I inh 8, PriA SSB inh -6 and BoNT-A LC inh2 -0.3.
Screening CCOC(=O)c1c(C#N)c(SCC(=O)Nc2ccc(OC)cc2)nc2c1CN(CC)CC2 returned Vc quorum ag -0.4, SARS 3CLpro inh 6, DUSP3 inh 3, CCHFV vOTU inh 29, PfHsp40 rescue -0.4, Anthrax LF prot -5, Yp Topo-I inh -12, PriA SSB inh 2 and BoNT-A LC inh2 -0.6.
`O=C(O)c1ccccc1NS(=O)(=O)c1cccc(C(F)(F)F)c1` gave Vc quorum ag 0.3, SARS 3CLpro inh 6, DUSP3 inh 9, CCHFV vOTU inh -3, PfHsp40 rescue -1.0, Anthrax LF prot 0, Yp Topo-I inh 2, PriA SSB inh -11&0 and BoNT-A LC inh2 0.4.
For COc1ccc(CCNC(=O)c2nnn(-c3ccc4c(c3)OCCO4)c2N)cc1OC the results were Vc quorum ag 7.6*, SARS 3CLpro inh 4, DUSP3 inh -8, CCHFV vOTU inh 10, PfHsp40 rescue -0.9, Anthrax LF prot 8, Yp Topo-I inh 2, PriA SSB inh -1 and BoNT-A LC inh2 0.6.
Screening CC(=O)Nc1ccc(S(=O)(=O)Nc2ccc3ccccc3n2)cc1 returned Vc quorum ag -0.2, SARS 3CLpro inh -3, TcdB GH inh 1.5, DUSP3 inh 0, CCHFV vOTU inh 6, PfHsp40 rescue -1.3, Anthrax LF prot -3, Yp Topo-I inh 4, PriA SSB inh -12 and BoNT-A LC inh2 -1.8.
`CCOC(=O)/C(=N/Nc1ccc(C)cc1)S(=O)(=O)c1ccc(Cl)cc1` gave Vc quorum ag inactive, SARS 3CLpro inh 6, DUSP3 inh 13, CCHFV vOTU inh -14, PfHsp40 rescue -1.0, Anthrax LF prot -10, Yp Topo-I inh 0 and BoNT-A LC inh2 -0.1.
CCN1CCN(Cc2cc(=O)oc3cc4c(cc23)CCC4)CC1 was read as Vc quorum ag inactive, SARS 3CLpro inh -3, DUSP3 inh 7, CCHFV vOTU inh 12, PfHsp40 rescue -2.1, Anthrax LF prot 0, Yp Topo-I inh -11, PriA SSB inh 1 and BoNT-A LC inh2 0.9.
Screening COc1ccc(CC2=CC(=O)c3ccccc3C2=O)cc1 returned Vc quorum ag inactive, SARS 3CLpro inh 4, TcdB GH inh 1.4, DUSP3 inh 16, CCHFV vOTU inh 3, PfHsp40 rescue 3.4, Anthrax LF prot -11, Yp Topo-I inh -2, PriA SSB inh 15 and BoNT-A LC inh2 0.6.
`Cc1nn(C)c(C)c1S(=O)(=O)N1CCC(C(=O)NC2CCCCCC2)CC1` gave Vc quorum ag -0.3, SARS 3CLpro inh -3, TcdB GH inh 1.6, DUSP3 inh -6, CCHFV vOTU inh -3, PfHsp40 rescue 0.1, Anthrax LF prot 1, Yp Topo-I inh -5, PriA SSB inh -12 and BoNT-A LC inh2 0.0.
For Cc1ccc(S(=O)(=O)NC(=O)Nc2cccc([N+](=O)[O-])c2)cc1 the results were Vc quorum ag inactive, SARS 3CLpro inh 2, TcdB GH inh 1.1, DUSP3 inh -11, CCHFV vOTU inh 9, PfHsp40 rescue -0.7, Anthrax LF prot 2, Yp Topo-I inh -1, PriA SSB inh 3 and BoNT-A LC inh2 1.2.
For Cc1ccc(S(=O)(=O)N2CCCCC2)cc1NC(=O)CSc1ncnc2ccccc12 the results were Vc quorum ag -0.1, SARS 3CLpro inh -2, DUSP3 inh 8, CCHFV vOTU inh -8, PfHsp40 rescue 0.4, Anthrax LF prot 5, Yp Topo-I inh -3, PriA SSB inh 15 and BoNT-A LC inh2 2.6.
C#CCOCCOCCOCCNc1nc(N2CCN(C(=O)Cn3cc(CCO)nn3)CC2)nc(N2CCN(C(=O)[C@H](CCCCN)n3cc(CCCC)nn3)CC2)n1 was read as Vc quorum ag -2.1, TcdB GH inh 1.2, CCHFV vOTU inh 4, PfHsp40 rescue -2.0, Anthrax LF prot 8, Yp Topo-I inh 4, PriA SSB inh -12 and BoNT-A LC inh2 -0.3.
Screening O=C(Cn1cnc2sc3c(c2c1=O)CCCC3)NCCC(=O)N1CCC2(CC1)OCCO2 returned Vc quorum ag inactive, SARS 3CLpro inh -2, DUSP3 inh 30, CCHFV vOTU inh -1, PfHsp40 rescue -0.9, Anthrax LF prot 2, Yp Topo-I inh 9, PriA SSB inh -15 and BoNT-A LC inh2 3.3.
COCCN(CCOC)c1ncc(Cl)c(C(=O)c2c(C)cc3ccccn23)n1 was read as Vc quorum ag inactive, SARS 3CLpro inh 3, DUSP3 inh 15, CCHFV vOTU inh 1, PfHsp40 rescue 1.1, Anthrax LF prot -4, Yp Topo-I inh 29, PriA SSB inh 11 and BoNT-A LC inh2 -0.5.
Screening CCN1CCN(c2cc(C)c3cc(NC(=O)c4cncc(Br)c4)ccc3n2)CC1 returned Vc quorum ag inactive, SARS 3CLpro inh -14, DUSP3 inh 18, CCHFV vOTU inh 1, PfHsp40 rescue -0.8, Anthrax LF prot -6, Yp Topo-I inh 4, PriA SSB inh 18 and BoNT-A LC inh2 3.5.
Screening COc1cc(/C=C(/C#N)C(=O)c2c(C)[nH]c3ccccc23)ccc1OCC#N returned Vc quorum ag inactive, SARS 3CLpro inh -5, TcdB GH inh -0.7, DUSP3 inh 23, CCHFV vOTU inh -2, PfHsp40 rescue -1.3, Anthrax LF prot -4, Yp Topo-I inh -13, PriA SSB inh -6 and BoNT-A LC inh2 0.9.
c1ccc2c(N3CCCCC3)ncnc2c1 was read as Vc quorum ag inactive, SARS 3CLpro inh 1, DUSP3 inh 19, CCHFV vOTU inh -2, PfHsp40 rescue -0.3, Anthrax LF prot -4, Yp Topo-I inh -1, PriA SSB inh -16 and BoNT-A LC inh2 -1.2.
O=C1NC(=S)SC1=Cc1ccc(Cl)cc1 was read as Vc quorum ag inactive, TcdB GH inh 2.5, CCHFV vOTU inh 2, PfHsp40 rescue -1.2, Anthrax LF prot -3, Yp Topo-I inh 1, PriA SSB inh 0 and BoNT-A LC inh2 -0.4.
